From PubChem BioAssay
ADAM17 inh = ADAM17 inhibition, QFRET primary screen; P78536; recombinant ADAM17, EDANS/DABCYL FRET peptide cleavage; inhibition, % at 6.95 µM; hit rate 0.83% among 370,000; AID 720648;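 active = inhibition above the mean of compounds lying between control limits plus 3 SD, set per campaign, cut at about 8.5% in these data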;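 also: 0% = DMSO-only wells as the low control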
PLC-gamma1 inh = blocks human PLC-gamma1 enzyme activity. purified PLC-gamma1, fluorogenic substrate, fluorescence. P19174. hit rate 0.84% among 370,000. inhibition, % at 12.2 µM; in the data active = inhibition above about 9.5%
ADAM10 inh = ADAM10 inhibition, QFRET primary screen; AID 720582; O14672; hit rate 0.62% among 370,000; recombinant ADAM10, EDANS/DABCYL FRET peptide cleavage, 3 h; inhibition, % at 7 µM;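 active = inhibition above a per-campaign cutoff equal to the mean of compounds falling between control-based bounds plus 3 SD, cut at about 20% in these data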;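 also: 0% = DMSO wells while the 100% control is not disclosed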
hgDAF12 agonist = agonists of H. glycines DAF-12 nuclear receptor | hit rate 1.8% among 370,000 | AID 687014 | HEK293 GAL4-hgDAF12 UAS-luciferase reporter, agonist luminescence; normalized to butyrate control | activation, % at 6.8 µM;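 active = activation above a cutoff set at the mean of all screened compounds plus 3 SD, cut at about 10% in these data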;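 also: 0% = DMSO wells and 100% = sodium butyrate wells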
sPLA2-III inh = Blocks human group III sPLA2 activity. QFRET BODIPY PC-A2 liposome hydrolysis, fluorescence. AID 743126. hit rate 0.56% among 370,000. Q9NZ20. inhibition, % at 12.2 µM;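 active = inhibition above mean plus 3 SD of compounds lying within the high and low control bounds, cut at about 19% in these data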;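 also: 0% = median of test compound wells and 100% = no enzyme DMSO wells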
Target sequence (Q9NZ20 whole entry, looked up): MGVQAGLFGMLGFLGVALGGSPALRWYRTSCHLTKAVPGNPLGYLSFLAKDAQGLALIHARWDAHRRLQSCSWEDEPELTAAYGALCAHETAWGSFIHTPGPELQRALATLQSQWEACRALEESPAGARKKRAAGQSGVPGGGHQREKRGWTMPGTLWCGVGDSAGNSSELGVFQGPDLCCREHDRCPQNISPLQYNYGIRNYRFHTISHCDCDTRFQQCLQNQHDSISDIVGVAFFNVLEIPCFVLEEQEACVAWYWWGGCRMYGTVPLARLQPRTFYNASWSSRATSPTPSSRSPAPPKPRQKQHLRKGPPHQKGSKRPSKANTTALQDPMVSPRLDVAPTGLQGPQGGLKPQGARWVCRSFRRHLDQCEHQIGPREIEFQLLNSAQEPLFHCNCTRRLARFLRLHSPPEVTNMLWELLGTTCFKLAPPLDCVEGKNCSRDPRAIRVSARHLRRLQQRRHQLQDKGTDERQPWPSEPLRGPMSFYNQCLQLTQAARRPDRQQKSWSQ
DAX1 inh-1 = inhibitors of human orphan nuclear receptor DAX1 (NR0B1) | inhibition, % at 6.75 µM | HEK293 Gal4-DAX1 luciferase reporter, luminescence | AID 504766 | hit rate 0.99% among 340,000;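 active = inhibition above the mean over all tested compounds plus 3 SD, cut at about 4.2% in these data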;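 also: 0% = DAX1-transfected cells with DMSO and 100% = empty-vector control cells with DMSO; inhibition shows as a rise in luminescence from relieved DAX1 repression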
Target sequence (P51843 207-470 limits assumed): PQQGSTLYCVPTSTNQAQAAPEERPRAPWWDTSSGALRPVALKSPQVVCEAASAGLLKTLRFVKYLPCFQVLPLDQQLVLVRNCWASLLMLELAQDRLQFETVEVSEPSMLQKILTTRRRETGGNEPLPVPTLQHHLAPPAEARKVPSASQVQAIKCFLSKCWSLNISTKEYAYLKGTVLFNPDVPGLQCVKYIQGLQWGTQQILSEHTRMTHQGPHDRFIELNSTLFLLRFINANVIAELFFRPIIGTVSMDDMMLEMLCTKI
DAX1 inh-2 = inhibitors of DAX1 repression of SF-1 activated StAR promoter. HEK293T StAR-luciferase reporter, SF-1/DAX-1 repression relief. inhibition, % at 6.8 µM. hit rate 1.1% among 370,000. AID 652010;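 active = inhibition above the mean over all tested compounds plus 3 SD, cut at about 3.6% in these data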;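 also: 0% = DAX-1 cells with DMSO and 100% = cells lacking DAX-1 with DMSO; higher inhibition means more luminescence from relief of DAX-1 repression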
ssDAF12 agonist = activates DAF-12 receptor from parasite S. stercoralis; HEK293 ssDAF-12/GRIP1 lit1-tk-luc reporter, luminescence; % of 3 µM dafachronic acid response; activation, % at 6.8 µM; hit rate 1% among 370,000;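 active = activation above the mean over all tested compounds plus 3 SD, cut at about 0.9% in these data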;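 also: 0% = DMSO-only wells and 100% = 3 µM delta7-dafachronic acid wells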
hcDAF-12 act = activates DAF-12 receptor from parasite H. contortus; HEK293 hcDAF-12 lit1-tk-luc reporter, luminescence; 0% DMSO, 100% Δ7-dafachronic acid; activation, % at 6.8 µM; hit rate 1.4% among 370,000; AID 652067;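 active = activation above the mean of all tested compounds plus 3 SD, cut at about 5.5% in these data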;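 also: 100% = response to 3 µM Δ7-dafachronic acid high control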
PLCb3 inh = PLC-beta3 (human) inhibition, primary screen; Purified PLC-beta3, fluorogenic substrate, fluorescence; inhibition, % at 12.2 µM; hit rate 0.18% among 370,000; AID 720704; in the data active = inhibition above about 11%;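 also: 0% = median of compound wells on plate and 100% = full blocker control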
GAA850 FXN act = increases GAA850 frataxin promoter reporter activity; HEK293 lucGAA850 FXN promoter luciferase reporter, 24 h; percent of 10 µM SAHA response; activation, % at 6 µM; AID 540364; hit rate 0.56% among 360,000;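 active = activation above the average of all compounds screened plus 3 SD, cutoff fixed separately per campaign, cut at about 7.5% in these data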;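 also: 0% = DMSO wells and 100% = 10 µM SAHA wells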
The depositor's hits bear a star; i = inactive; . = not tested or not shown.

Below each compound: ADAM17 inh	PLC-gamma1 inh	ADAM10 inh	hgDAF12 agonist	sPLA2-III inh	DAX1 inh-1	DAX1 inh-2	ssDAF12 agonist	hcDAF-12 act	PLCb3 inh	GAA850 FXN act
CC(C)c1ccc(/C=C/C(=O)Nc2nc3ccc([N+](=O)[O-])cc3s2)cc1
  -4	1	-3	-0.1	0	0.5	-1.1	-1.2	-0.1	-1	3.6
O=C(CN1CCN(c2ccc(O)cc2)CC1)Nc1ccc(S(=O)(=O)N2CCCC2)cc1
  -5	-1	-11	-1.8	-8	-1.3	-2.4	-0.5	0.3	-1	-0.1
O=C(NN1CCOCC1)c1cc(-c2cccs2)nc2ccccc12
  i	i	i	-0.6	-1	0.4	-0.8	-0.4	4.7	i	1.9
CCOc1ccc(OCc2ccc(C(=O)OCc3ccccn3)o2)cc1
  -4	0	-8	8.6	-7	-2.8	1.5	-0.5	-1.1	-3	2.8
COC(=O)c1nc(NC(=O)c2ccccc2)n[nH]1
  -2	2	-4	-0.6	-1	0.7	0.2	-1.2	-2.1	1	-2.9
Cc1ccc(CNC(=O)c2cccnc2Sc2cccc(Cl)c2)cc1
  -2	0	1	-2.4	-2	.	-0.3	-0.9	-0.1	-8	2.1
CCOc1ccccc1-c1cc(-c2ccc(OC)cc2)nc2c1c(=O)n(C)c(=O)n2C
  0	0	3	-0.6	4	2.8	-0.2	-0.2	-1.5	0	-0.5
CCCc1cc(=O)[nH]c(NCc2ccc(Cl)cc2)n1
  -5	-3	4	-1.7	-21	-2.5	-0.1	-1.7	-1.5	-2	0.3
CC(=O)Nc1ccc(NC(=O)C/C(C)=N/NC(N)=S)cc1
  -4	-1	-3	4.5	6	-1.4	-1.1	-1.6	-0.8	-5	0.3
O=C1C2CC=CCC2C(=O)N1Cc1ccccc1Cl (stereo unspecified)
  2	6	7	0.5	-3	-0.2	-0.2	-1.5	-1.1	1	1.0
CC(=O)Nc1nc2n(n1)C(c1ccc(Cl)cc1)C=C(C)N2 (stereo unspecified)
  -354	-368	i	0.9	0	0.9	-0.5	-0.6	-1.0	-420	6.7
Cc1ccc(CCNC(=O)c2cc(C)nn2-c2ccccc2)cc1
  1	1	3	1.6	-3	-2.0	0.2	-1.8	-0.3	-5	0.1
CC(=O)Nc1c(C)cc(S(C)(=O)=O)cc1C
  2	1	-3	-0.8	-4	-1.6	0.6	-0.8	-2.7	0	0.0
N#C/C(=C/c1cn(CC(=O)O)c2ccccc12)C(=O)NCc1ccccc1
  -1	-7	-3	2.7	-3	2.5	0.5	-0.8	2.1	-11	0.8
O=c1[nH]c(=O)c2cn[nH]c2[nH]1
  -3	-2	-1	5.5	-2	-0.3	0.7	-0.8	1.1	0	1.0
CCCCn1c(N)c(N(CCOC)C(=O)c2cc3c(s2)CCC3)c(=O)[nH]c1=O
  -6	-8	-27	-3.4	1	-0.3	0.6	-0.9	-0.8	-20	2.1
O=C(O)c1ccc(NC(=O)c2cccc(C(=O)Nc3ccc(C(=O)O)cc3)n2)cc1
  -5	-2	-1	-0.4	5	-0.5	0.2	-1.0	1.0	-4	-1.2
CN(C(=O)CCc1cn(C)c2ccccc12)c1ccc(Oc2cccnc2)cc1
  0	-1	3	1.4	-2	.	0.1	-1.5	-1.5	0	.
CCN(CC)c1ccc(NC(=O)C2CCCN(S(=O)(=O)c3cccnc3)C2)c(C)c1 (stereo unspecified)
  -3	2	-18	-0.3	11	-5.2	-2.1	-1.8	-1.8	0	-0.6
COc1ccc(-n2nc(C(=O)O)cc2-c2ccccc2)cc1
  0	-7	-5	0.0	-5	2.0	-0.1	-0.9	0.3	-14	-1.1
COc1ccccc1OCCNC(=O)c1cc(SC)ccc1Cl
  -1	1	3	-1.2	3	-1.3	-0.4	-1.5	-2.2	4	0.4
Clc1ccc2c(c1)CNc1c(ncnc1N1CCOCC1)O2
  -3	0	-2	-2.6	5	0.6	0.6	-1.1	-2.1	-1	3.1
CCCCOC(=O)CSC1=C(C#N)C(c2ccc3c(c2)OCO3)CC(=O)N1 (stereo unspecified)
  2	4	6	-2.5	-2	1.4	-0.2	-0.7	1.6	-3	-0.9
O=c1cccc(-c2cccc3ccccc23)o1
  -5	-5	-19	-1.7	10	.	1.7	-1.1	1.2	-9	.
Cc1cc2ccccc2c(=O)n1CC(=O)NCC(=O)N(C)Cc1ccccc1
  -19	-2	-57	-2.7	4	-1.2	-0.6	-1.2	-2.8	-4	-3.1
CC(=O)c1cccc(NC(=O)C(C)OC(=O)C2CCC2)c1 (stereo unspecified)
  -2	1	5	1.3	2	-0.2	0.2	-1.0	1.4	-7	0.0
O=C(Nc1ccccc1Cl)N1C2CCC1CC(O)(c1cccnc1)C2 (stereo unspecified)
  2	0	6	-3.2	6	0.6	0.9	-0.8	-0.6	2	-0.4
CC(C)CN(C(=O)COC(=O)CCSc1ccc(F)cc1)c1c(N)n(Cc2ccccc2)c(=O)[nH]c1=O
  -2	-1	-2	0.3	6	-0.6	1.1	-0.6	-1.5	-2	0.6
CCOc1ccc(S(=O)(=O)N(C)c2ccc(OCC(=O)OCc3c(C)noc3C)cc2)cc1
  -2	0	-1	-0.3	-10	0.1	0.2	-0.8	-1.5	-5	-1.0
O=C(Nc1cccc(Cl)c1)c1ccc(NC2=NC3CS(=O)(=O)CC3S2)cc1 (stereo unspecified)
  -4	-1	1	-0.4	-1	1.6	0.5	-0.5	0.2	1	1.5
C=CCn1c(SCc2cccc(C(F)(F)F)c2)nnc1-c1ccc(OC)cc1
  -2	0	-5	1.0	-7	.	-1.0	-1.9	-3.1	-1	.
O=C(Nc1c(C(=O)N2CCOCC2)cnn1-c1ccccc1)c1ccc([N+](=O)[O-])cc1
  2	-2	-1	1.6	4	0.7	1.0	-0.6	-0.2	-7	2.1
O=C(COC(=O)c1nc(Cl)ccc1Cl)c1ccccc1Cl
  -1	0	4	-0.6	-3	-1.3	-0.9	-0.6	-0.8	0	-1.8
COc1cc(SC)ccc1C(=O)N1CCCc2ccccc21
  0	-2	2	0.9	-7	-0.1	0.1	-0.7	1.2	-6	0.9
COc1ccccc1C(=O)Nc1nnc(S(=O)(=O)N(C)Cc2ccccc2)s1
  3	-11	16	3.4	-5	0.5	-0.1	-0.5	3.6	-22	-0.5
COC(=O)Cn1c(=NC(=O)c2cc(-c3cccs3)nc3ccccc23)sc2cc(S(N)(=O)=O)ccc21
  -151	i	-357	2.5	-3	-2.8	-1.4	-1.5	-2.0	i	1.1
CCOC(=O)/C(C#N)=C/c1ccc(OCC(=O)Nc2cc(C)ccc2C)c(OC)c1
  -62	4	-3	-0.4	5	-0.5	0.1	-0.5	-2.1	3	-0.7
COc1ccc(C(=O)OCC(=O)N2CC(=O)Nc3ccccc32)cc1Br
  -2	1	5	4.3	0	0.0	3.3	-0.9	1.2	1	1.2
CN(C)CCOc1ccc2ccccc2c1
  0	1	-10	-0.3	8	-0.5	-0.1	-0.2	-1.2	2	1.6
COc1nc2c(c(-c3cc(Br)cs3)c1C#N)Cc1ccccc1-2
  -2	0	-5	0.4	0	0.1	0.1	-0.8	-0.6	-10	1.2
CC(C)NC(=O)c1cc(C2CCCCN2C(=O)c2ccc(C(C)C)cc2)on1 (stereo unspecified)
  -1	-1	-7	-0.5	9	.	-1.1	-0.9	-0.7	1	0.5
CC(c1ccccc1)C1CC(=O)N(c2ccccc2)C1=O (stereo unspecified)
  0	3	5	-0.1	-4	-0.6	0.1	-1.0	-2.0	6	1.4
CCOC(=O)C1=C(C)NC2=C(C(=O)CC(C)(C)C2)C1c1ccc(O)c(OCC)c1 (stereo unspecified)
  -9	-9	-11	2.2	3	1.0	-0.1	-1.5	0.6	-17	-0.8
N#Cc1nc(-c2ccc(OCc3ccccc3)cc2)oc1NCc1ccco1
  -7	-8	-19	1.0	2	-0.7	-0.4	-1.0	-0.4	-9	3.3
O=C(Cn1nc(C(=O)O)c2ccccc2c1=O)NC12CC3CC(CC(C3)C1)C2
  -4	2	-1	-1.9	0	1.6	0.4	-1.2	0.7	-3	3.3
COc1ccc2c(c1)C(C)=CC(C)(C)N2C(=O)CNCc1ccc2c(c1)OCO2
  -3	-3	-11	-1.3	-4	-0.3	-0.8	-2.2	1.6	-5	-1.4
CCn1nc(NS(=O)(=O)c2ccc([N+](=O)[O-])cc2)c2cc3cccc(C)c3nc21
  -2	-3	5	1.5	0	0.3	0.1	-1.4	2.3	-9	1.7
O=C(COc1ccc(F)c(Cl)c1)N[C@H]1CCCN(CC2CC2)C1
  -2	-1	1	-1.6	-3	.	.	-0.5	4.5	4	.
COCc1[nH]nc2c1C(c1ccccc1Cl)C(C#N)=C(N)O2 (stereo unspecified)
  -4	-2	-15	-1.0	4	2.8	-0.5	-0.3	-1.3	-4	-1.4
CC(=O)Nc1c(C#N)c(-c2ccccc2)c(C#N)c(=O)n1-c1ccc(C)cc1
  -8	-38	-23	1.1	-2	.	1.1	-0.7	0.5	-73	1.0
COc1ccccc1CNC(=O)Nc1cccs1
  -4	-11	-9	4.1	-5	1.3	0.1	0.5	4.6	-12	1.9
Cc1ccc2c(c1)Oc1ccc([N+](=O)[O-])cc1C(=O)N2
  -2	2	1	2.4	6	-0.9	-0.5	0.1	6.1*	2	2.9
